# MrgX1 ag: agonists of human MrgX1 receptor, primary screen, HEK293 cells, Fluo-4 calcium flux; Mas-related G-protein coupled receptor member X1 (Homo sapiens), Q96LB2; AID 588627, 2011; Fluo-4 calcium fluorescence, agonist mode; stronger effect = higher value; 0.44% of 310,000 active; B-score at 10 µM;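 active = calcium response B-score plate-corrected fluorescence ratio at least 3 library SD, with starting fluorescence B-score inside 5 SD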
#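 Material: MrgX1-expressing HEK293 cells / Dosing: compound as first of three additions / Incubation: overnight seeding, then 1 h dark dye loading / Signal: Fluo-4 NW calcium fluorescence / Evaluation: B-scored fluorescence response ratio / Benchmarks: positive and negative control wells on each plate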
# RGS4 inh: RGS4 inhibitors, primary screen, cell-based, HEK293 M3R inducible RGS4, calcium flux; Regulator of G-protein signaling 4 (Homo sapiens), P49798; Fluo-4 calcium flux; stronger effect = higher value; triggered by carbachol at its EC20; B-score at 10 µM; 0.45% of 310,000 active;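 active = B-score, a plate-corrected calcium signal, over three deviations above library mean, with baseline fluorescence within five deviations of library mean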;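 also: RGS4 expression induced by doxycycline in cells with stable M3 receptor; B-score is computed from the integrated fluorescence ratio over baseline after carbachol; higher B-score means a larger calcium signal and so more RGS4 inhibition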
# TRPC4 inh: inhibitors of mouse TRPC4 channel, primary screen, Fluo4 calcium, HEK293 TRPC4beta/mu-opioid cells; DAMGO-evoked Fluo4 calcium flux; stronger effect = lower value; B-score at 10 µM; 0.39% of 300,000 active;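 active = B-score over 3 SD under the library average, no early fluorescence shift, positive overall ratio signal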
# Target sequence (Q9QUQ5 whole entry, looked up): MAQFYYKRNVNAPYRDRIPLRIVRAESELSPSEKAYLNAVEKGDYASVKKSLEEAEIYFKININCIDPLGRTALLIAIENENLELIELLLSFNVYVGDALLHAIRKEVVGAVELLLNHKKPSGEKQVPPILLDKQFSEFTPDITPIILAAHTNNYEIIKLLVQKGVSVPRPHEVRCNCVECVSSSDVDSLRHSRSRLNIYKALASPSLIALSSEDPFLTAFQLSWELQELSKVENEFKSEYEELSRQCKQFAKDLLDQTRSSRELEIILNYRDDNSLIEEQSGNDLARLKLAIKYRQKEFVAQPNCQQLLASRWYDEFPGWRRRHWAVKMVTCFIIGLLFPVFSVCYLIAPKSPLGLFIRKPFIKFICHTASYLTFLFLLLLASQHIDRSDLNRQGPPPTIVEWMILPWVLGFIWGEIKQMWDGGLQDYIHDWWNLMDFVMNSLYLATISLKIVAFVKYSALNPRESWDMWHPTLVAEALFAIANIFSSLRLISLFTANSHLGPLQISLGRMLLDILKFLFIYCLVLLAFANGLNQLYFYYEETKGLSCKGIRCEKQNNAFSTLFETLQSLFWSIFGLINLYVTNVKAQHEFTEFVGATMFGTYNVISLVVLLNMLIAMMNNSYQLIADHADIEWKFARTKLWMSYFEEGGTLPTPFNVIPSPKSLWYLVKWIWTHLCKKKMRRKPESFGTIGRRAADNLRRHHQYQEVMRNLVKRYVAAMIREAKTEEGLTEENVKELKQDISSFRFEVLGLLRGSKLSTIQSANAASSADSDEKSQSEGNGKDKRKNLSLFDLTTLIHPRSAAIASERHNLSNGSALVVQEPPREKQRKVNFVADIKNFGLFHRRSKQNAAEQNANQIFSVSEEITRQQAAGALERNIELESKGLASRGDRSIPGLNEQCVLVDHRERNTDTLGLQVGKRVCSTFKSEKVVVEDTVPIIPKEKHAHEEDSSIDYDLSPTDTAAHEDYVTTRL
#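 Assay system: HEK293 cells with stable TRPC4beta plus mu-opioid receptor expression; Probe or stimulus: DAMGO in two steps, submaximal then maximal; Dosing: single-point compound dosing; Measured by: Fluo4 calcium-dye fluorescence, kinetic read; Read-out basis: B score from integrated Fluo4 fluorescence ratio.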
# TRPC6 inhibitor: mouse TRPC6 channel inhibitors, primary screen, cell-based, HEK293, membrane potential dye; Short transient receptor potential channel 6 (Mus musculus), Q61143; ACh-evoked depolarization; stronger effect = lower value; B-score at 10 µM; 1.1% of 310,000 active;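 active = B-score under library mean minus 3 SD, initial fluorescence not abnormally high, positive integrated signal ratio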;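 also: B-score derived from integrated fluorescence ratio over the kinetic read; more negative B-score means stronger inhibition of depolarization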
# ANO1 activ: TMEM16A chloride channel activators or potentiators, primary screen, cell-based, HTS. Anoctamin-1 (Mus musculus), Q8BHY3. HEK293 TMEM16A/YFP-H148Q/I152L, iodide quench fluorescence; stronger effect = lower value. B-score at 10 µM. 0.3% of 340,000 active;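 active = fluorescence-ratio B-score plate-corrected deviation score at least 3 library SD below zero, with starting fluorescence score within 5 deviations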;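 also: channel opened by trigger with iodide after compound preincubation; score built on the fluorescence ratio of max minus min over baseline; more negative score means more quench and so TMEM16A activation or potentiation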
# MrgX1 allo act: positive allosteric modulators of MrgX1, primary screen, HEK293 cells, Fluo-4 calcium flux; 0.63% of 310,000 active; FDSS; stronger effect = higher value; AID 588675, 2011; B-score at 10 µM;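 active = plate-corrected calcium response at least 3 library SD above typical, normal starting fluorescence, not activating the receptor alone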;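 also: compound read alongside a low EC10 to EC30 dose of BAM8-22 agonist; peak minus trough fluorescence over baseline measured at the second addition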
# TRPC4 act: activators of mouse TRPC4 channel, primary screen, Fluo4 calcium, HEK293 TRPC4beta/mu-opioid cells. Short transient receptor potential channel 4 (Mus musculus), Q9QUQ5. Fluo4 calcium fluorescence; stronger effect = higher value. B-score at 10 µM. 0.49% of 310,000 active. AID 2237, 2010;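 active = B-score above 5 SD of library B-scores, and initial fluorescence ratio not above library mean plus 5 SD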;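 also: positive B-score marks a calcium rise read as TRPC4 activation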
#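 Assay system: HEK293 stable line with TRPC4beta plus mu-opioid receptor. Times: dye 45 min RT, read 110 s. Measured by: kinetic Fluo4 calcium fluorescence. Measure: B score of integrated ratio. Controls: assay buffer as low control, maximal DAMGO as high control.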
# TRPC6 act: mouse TRPC6 channel activators, primary screen, cell-based, HEK293, membrane potential dye. Short transient receptor potential channel 6 (Mus musculus), Q61143. HEK293-TRPC6 membrane potential dye fluorescence; stronger effect = higher value. B-score at 10 µM. 0.13% of 310,000 active. AID 2550, 2010;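 active = B-score of the integrated fluorescence ratio above library mean plus 3 SD, and starting fluorescence ratio within library mean plus 5 SD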;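 also: higher score means more depolarization so channel activation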
# MrgX1 antagonist: antagonists of human MrgX1 receptor, primary screen, HEK293 cells, Fluo-4 calcium flux; B-score at 10 µM; 1.3% of 310,000 active; BAM8-22 antagonism; stronger effect = lower value; Mas-related G-protein coupled receptor member X1 (Homo sapiens), Q96LB2; AID 588676, 2011;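 active = calcium-response B-score plate-corrected more than 3 library SD below zero, starting fluorescence within 5 deviations, no agonist response on first addition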;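 also: peak minus trough fluorescence over baseline after final BAM8-22 challenge near maximal dose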
# TMEM16A inh: TMEM16A chloride channel inhibitors, primary screen, cell-based, HTS | AID 588511, 2011 | normalized B-score (activity score, 25-100; higher = stronger inhibition) at 10 µM | Anoctamin-1 (Mus musculus), Q8BHY3 | 1.2% of 310,000 active | HEK293 TMEM16A/YFP iodide influx fluorescence, ionomycin;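 active = ratio plate-corrected score three or more library SD toward inhibition, starting fluorescence score within five deviations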;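 also: score derived from kinetic fluorescence span divided by baseline fluorescence per well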
# TRPC4 potent: positive allosteric modulators of TRPC4, primary screen, cell-based, mouse TRPC4beta, HEK293 mu-opioid, Fluo-4 calcium; 0.42% of 310,000 active; B-score at 10 µM; Short transient receptor potential channel 4 (Mus musculus), Q9QUQ5; DAMGO EC20, Fluo-4 Ca2+ flux; stronger effect = higher value;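 active = B-score of calcium response area above 5 SD of library B-scores, with initial fluorescence ratio within 5 SD of library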;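 also: B-score of integrated fluorescence ratio over time as area under calcium response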
# The depositor's hits bear a star; i = inactive; x = no result given. Outcome played no part in choosing rows; any-hit rate near 5.8%.
SMILES,MrgX1 ag,RGS4 inh,TRPC4 inh,TRPC6 inhibitor,ANO1 activ,MrgX1 allo act,TRPC4 act,TRPC6 act,MrgX1 antagonist,TMEM16A inh,TRPC4 potent
Cc1ccc(Cn2c(NC(=O)c3ccco3)nc3ccccc32)cc1,i,i,i,i,i,i,i,i,i,i,i
COC(=O)c1ccc(/C=N/NC(=O)CCSc2nc3ccccc3s2)cc1,i,i,i,i,x,i,i,i,i,i,i
Cc1ccc(-n2c(=S)[nH]c3sc4c(c3c2=O)CCc2ccccc2-4)cc1,i,i,i,i,i,i,i,i,i,i,i
Cc1ccc(S(=O)(=O)N2CCN(S(=O)(=O)N3CCCCCC3)CC2)cc1,i,i,i,i,i,i,i,i,i,i,i
O=C(Nc1ccc(S(=O)(=O)N2CCCC2)cc1)c1ccc(Br)o1,i,i,i,i,i,i,i,i,i,i,i
CCCOc1cc(N)ccc1C(=O)OCCN(CC)CC,i,x,x,x,i,i,x,x,i,i,x
O=C(NCc1ccc2c(c1)OCO2)C12CC3CC(CC(C3)C1)C2,i,i,i,i,i,i,i,i,i,i,i
O=C(NCC(=O)N1CCCC(C(F)(F)F)C1)c1ccccc1Br (configuration not stated),i,i,i,i,i,i,i,i,i,i,i
CCOc1ccccc1NC(=O)c1nc(S(=O)(=O)Cc2cccc(C)c2)ncc1Cl,i,i,i,i,i,i,i,i,i,i,i
CCCc1c(C)c2ccccc2[nH]c1=O,i,i,i,i,i,i,i,i,i,i,i
O=C1CC(SCc2nc3ccccc3[nH]2)C(=O)N1c1ccc(Cl)cc1 (configuration not stated),i,i,i,i,i,i,i,i,i,i,i
N#C/C(=C/c1cn(CC(=O)O)c2ccccc12)C(=O)NCc1ccccc1,i,i,i,i,i,i,i,i,i,i,i
CCOC(=O)c1[nH]c(C)c(CCC(=O)OC)c1C,i,i,i,i,i,i,i,i,i,i,i
Clc1ccc(CSc2nnc(/C=C/c3ccccc3)o2)cc1,i,i,i,i,i,i,i,i,i,i,i
O=C(Nc1ccc2nn(-c3ccccc3)nc2c1)c1cccs1,i,i,i,i,i,i,i,i,i,i,i
c1ccc(C2Oc3ccccc3C3CC(c4cccs4)=NN32)cc1 (configuration not stated),i,i,i,i,i,i,i,i,i,i,i
O=c1cc(O)nc(SCc2ccccc2)[nH]1,i,i,i,i,i,i,i,i,i,i,i
CCOC(=O)Nc1ccccc1C(=O)Nc1cc(C)cc(C)c1,i,i,i,i,i,i,i,i,i,i,i
Cc1ccc(N2C(=O)CC(Nc3ccc(Cl)c(S(=O)(=O)N(C)C)c3)C2=O)c(C)c1 (configuration not stated),i,i,i,i,i,i,i,i,i,i,i
Cc1cc(NC(=O)C(C)SCC(=O)Nc2cc(C(F)(F)F)ccc2N2CCCCC2)no1 (configuration not stated),i,i,i,i,i,i,i,i,i,i,i
O=C(Nc1ccccc1NC(=O)c1c(F)cccc1F)c1c(F)cccc1F,i,i,i,-5.82*,i,i,i,i,i,i,i
CCOc1ccc(NC(=O)N(CCN(C)C)C(C)c2cccnc2)cc1 (configuration not stated),i,i,i,i,i,i,i,i,i,i,i
CCCNC(=O)Cn1cnc2sc(C(=O)Nc3ccc4c(c3)OCO4)c(C)c2c1=O,i,i,i,i,i,i,i,i,i,i,i
O=S(=O)(Cc1ccccc1)Oc1ccccc1,i,i,i,i,i,i,i,i,i,i,i
CNc1nc(C)nc(N/N=C/c2ccccc2)n1,i,i,i,i,i,i,i,i,i,i,i
[C-]#[N+][C@H](O[C@@H]1O[C@H](CO)[C@@H](O)[C@H](O)[C@H]1O)c1ccccc1,i,i,i,i,i,i,i,i,i,i,i
COC(=O)[C@@]12CCCN1[C@H](c1ccc(-c3cccc(Cl)c3)cc1)[C@H]1C(=O)N(C)C(=O)[C@H]12,i,i,i,i,i,i,i,i,i,i,i
CCCn1c(SCC(=O)NC2CCCC2)nnc1-c1cccnc1,i,i,i,i,i,i,i,i,i,i,i
CSc1nc(Oc2ccc(Cl)cc2)c2sccc2n1,i,i,i,i,i,i,i,i,i,i,i
CSc1cccc(NC(=O)CC2Oc3ccccc3NC2=O)c1 (configuration not stated),i,i,i,i,i,i,i,i,i,i,i
Cc1ccccc1NN1C(=O)C=CC1=O,i,i,i,i,i,i,i,i,i,i,i
Brc1cc2c(cc1C1Nc3ccccc3C3C=CCC31)OCO2 (configuration not stated),i,i,i,i,i,i,i,i,i,i,i
CC1(C)Cc2noc(N)c2C(C)(C)N1O,i,i,i,i,i,i,i,i,-6.29*,i,i
Cc1ccc(OCCOC(=O)c2nc3nccc(C)n3n2)cc1,i,i,i,i,i,i,i,i,i,i,i
COc1ccc(Cc2nc(-c3cccs3)no2)cc1OC,i,i,i,i,i,i,i,i,i,i,i
CCOc1ccccc1OCCC(=O)OCC(=O)c1ccc[nH]1,i,i,i,i,i,i,i,i,i,i,i
CCCCn1c(N)c(N(CCOC)C(=O)COc2ccc(C(C)=O)cc2)c(=O)[nH]c1=O,i,i,i,i,i,i,i,i,i,i,i
CN1C(=O)C(C)(C)c2cc(S(=O)(=O)N3CCCC(C(=O)NCc4ccccc4Cl)C3)ccc21 (configuration not stated),i,i,i,i,i,i,i,i,i,i,i
O=C(CCCc1nc2ccccc2s1)N1CCN(c2ccccc2)CC1,i,i,i,i,i,i,i,i,i,i,i
O=C(O)/C=C/C(=O)Nc1ccc(SC(F)(F)C(F)(F)C(F)(F)F)cc1,i,i,i,i,i,i,i,i,i,i,i
COc1ccccc1C(=O)N/N=C1/NC(=O)CC(C(=O)Nc2ccccc2)S1 (configuration not stated),i,i,i,i,i,i,i,i,i,i,i
O=C1CCCc2c1cc(-c1ccccc1)n2-c1ccccc1,i,i,i,i,i,i,i,i,i,i,i
Cc1ccc(/C=C/C(=O)OCC(=O)Nc2ccccc2Sc2ccccc2)cc1,i,i,i,i,i,i,i,i,i,i,i
Cc1c(NC(=S)NC(=O)c2cccc3ccccc23)cccc1C(=O)O,i,i,i,i,i,i,i,i,i,i,i
Cc1oc(-c2ccccc2F)nc1CS(=O)(=O)CC(=O)N1CCN(Cc2ccccc2)CC1,i,i,i,i,i,i,i,i,i,i,i
Fc1ccc(NC(=S)Nc2ccc(Cl)cc2Cl)cc1,i,i,i,i,x,i,i,i,i,100*,i
COC(=O)C1=C(C(=O)OC)[C@@H]2N(C)c3ccccc3[C@@]23C[C@@H](C(=O)OC)N(C(=O)c2cccs2)C3=N1,i,i,i,i,i,i,i,i,i,i,i
O=C(CSc1nc2c(c(=O)n1-c1ccc(F)cc1)SCC2)N1CCCC1,i,i,i,i,i,i,i,i,i,i,i
OC1CCCN(Cc2ccc3c(c2)Cc2ccccc2-3)C1 (configuration not stated),i,i,i,i,i,i,i,i,i,i,i
CCCN(CCC)S(=O)(=O)c1ccc(NC(=O)Cc2cccs2)cc1,i,i,i,i,i,i,i,i,i,i,i
CC(=O)Nc1ccc(N2CCCCC2)c(C(=O)Nc2cccc(C)c2)c1,i,i,i,i,i,i,i,i,i,i,i
O=C1c2cccnc2C(=O)N1Cc1ccc(S(=O)(=O)N2CCOc3ccccc32)cc1,i,i,i,i,i,i,i,i,i,i,i
CC1=C(C/C=C(\C)CCCC(C)CCCC(C)CCCC(C)C)C(=O)c2ccccc2C1=O (configuration not stated),i,x,x,x,i,i,x,x,i,i,x
Nc1ccccc1C#Cc1ccc([N+](=O)[O-])cc1,i,i,i,i,i,i,i,i,i,i,i
C/C=C/C=N/NC(=O)CN(c1ccc(Br)cc1)S(=O)(=O)c1ccccc1,i,i,i,i,i,i,i,i,i,i,i
COc1ccc(-c2n[nH]c(=S)o2)c(OC)c1,i,i,i,i,i,i,i,i,i,i,i
Nn1c(SCc2ccc(Br)cc2)nnc1-c1cccnc1,i,i,i,i,i,i,i,i,i,i,i
COc1ccc(OC)c(N(CC(=O)NCCc2ccc(OC)c(OC)c2)S(=O)(=O)c2ccccc2)c1,i,i,i,i,i,i,i,i,i,i,i
Cc1c(C(C)C)c(=O)n(-c2ccc(S(=O)(=O)NC(C)C)cc2)n1C,i,i,i,i,i,i,i,i,i,i,i
Cc1cccc(OCC(=O)Nc2nc3ccc([N+](=O)[O-])cc3s2)c1,i,i,i,i,i,i,i,i,i,25*,i

# (list continues)
SMILES,MrgX1 ag,RGS4 inh,TRPC4 inh,TRPC6 inhibitor,ANO1 activ,MrgX1 allo act,TRPC4 act,TRPC6 act,MrgX1 antagonist,TMEM16A inh,TRPC4 potent
Cc1cccc(-n2ncc3c(NC4CCCCC4)ncnc32)c1,i,i,i,i,i,i,i,i,i,i,i
CCN(CC)CCNC(=S)Nc1ccc2nc(N3CCN(CC)CC3)cc(C)c2c1,i,i,i,i,i,i,i,i,i,i,i
CCOc1ccc(C(CC(=O)O)NC(=O)C23CC4CC(CC(C4)C2)C3)cc1 (configuration not stated),i,i,i,i,i,i,i,i,i,i,i
O=C(Nc1nnc(SCCC2OCCO2)s1)C1CC(=O)N(c2ccc(F)cc2)C1 (configuration not stated),i,i,i,i,i,i,i,i,i,i,i
CCC1CO/C(=C(\C(=C(Cl)Cl)N2CCOCC2)[N+](=O)[O-])N1 (configuration not stated),i,i,i,i,i,i,i,i,i,i,i
COc1ccc(C2CC(c3ccc(C)cc3)Nc3ncnn32)cc1 (configuration not stated),i,i,i,i,i,i,i,i,i,i,i
CCN(Cc1nc2ccccc2c(=O)[nH]1)Cc1nc2ccsc2c(=O)[nH]1,i,i,i,i,i,i,i,i,i,i,i
CC(Sc1nnc(-c2ccc(Cl)cc2Cl)n1Cc1ccccc1)C(=O)Nc1nccs1 (configuration not stated),i,i,i,i,i,i,i,i,i,i,i

# Bioassay records as filed in PubChem.
